# Screening results from PubChem.
# NOD2 inhibition: NOD2 signaling inhibitors, cell-based, luminescence, uHTS, HEK293 (AID 1566). one-dose inhibition, % at 4 µM; EC50 in µM for titrated hits. 290,000 tested, 0.63% active. HEK293 NOD2/NF-kB luciferase reporter, luminescence; higher % means a stronger effect; in the data active means inhibition above about 50%; further: many of its hits are not listed in these tables
# Hep lipid drop: hepatic lipid droplet formation modulation. inhibition, % at 6.5 µM. AML12 mouse hepatocytes, oleate lipid droplets, BODIPY imaging. AID 1656. 240,000 tested, 0.4% active;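 active means lipid droplet intensity inhibited by at least 50%, with more than 500 cells counted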
#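 Material: mouse AML12 hepatocyte cell line, fixed after treatment; Timing: compound with oleate, overnight; Technique: high-content imaging of BODIPY-stained droplets and DAPI nuclei; Probe or stimulus: oleate, 100 µM final; Dosing: compound at 6.5 µM only.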
# Hep lipid drop cells 6.5 µM: also measured in Hep lipid drop; calls as there; cell count; measured here: cell count, cytotoxicity flag;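 cells counted across two imaged fields per well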
# Numbers without * were called inactive.
# Fields – NOD2 inhibition	Hep lipid drop	Hep lipid drop cells 6.5 µM
COc1ccccc1N(CC(=O)NCCc1ccccc1)C(=O)CCC(=O)Nc1nccs1
    -2%	-9	803
Cc1ccc(CNC(=O)C(=O)NCC2OCCN2S(=O)(=O)c2ccc(C)cc2)cc1 (configuration not stated)
    3%	13	756
CCc1nc2ccc(C(=O)NCCc3ccccc3OC)cc2nc1CC
    33%	-7	736
COc1cc(/C=C/C(=O)O)cc(S(=O)(=O)Nc2ccccc2C(=O)NCCc2ccccc2)c1OC
    -38%	-8	848
COC(=O)c1ccc2c(=O)n(CCN3CCOCC3)c(SCC(=O)Nc3ccccc3Cl)nc2c1
    15%	28	673
O=C(C(=O)N1CCCCC1)c1c(-c2ccccc2)[nH]c2ccccc12
    9%	20	435
COc1ccc(C2(C)NC(=O)N(CC(=O)Nc3cccnc3Cl)C2=O)cc1 (configuration not stated)
    10%	-1	856
CC(C)OCCCNC(=O)Cn1ccc2cc(S(=O)(=O)N3CCCCCC3)ccc21
    -5%	9	783
O=C(NCC(NS(=O)(=O)OCC(Cl)(Cl)Cl)c1ccccc1)C(F)(F)F (configuration not stated)
    3%	1	788
COc1ccc(S(=O)(=O)NC2CC3CCC2C3)cc1Br (configuration not stated)
    -1%	-7	772
CCOC(=O)C1CCN(S(=O)(=O)c2ccc(OC)c(C(=O)N3CCCCC3)c2)CC1
    -3%	-15	712
N#CCC(=O)N/N=C/c1c2ccccc2cc2ccccc12
    -4%	1	774
O=C(NCc1nnc(SCC(=O)N2CCCCC2)o1)c1ccc(F)cc1
    11%	2	857
CCOc1ccc(CCNC(=O)c2nnn(CC(=O)Nc3ccc(OC)cc3)c2N)cc1OCC
    22%	-1	692
COc1ccc(NC(=O)c2ccco2)cn1
    9%	18	799
CC1CCCC(N2CCN(S(=O)(=O)c3ccccc3)CC2)C1 (configuration not stated)
    -26%	6	807
O=C(O)/C=C/C(=O)Nc1ccc(S(=O)(=O)Nc2nccs2)cc1
    -1%	-4	755
O=C(Nc1c2c(nn1-c1ccccc1)CS(=O)(=O)C2)c1cc2ccccc2o1
    -1%	-15	661
CCOC(=O)Nc1ccc2c(c1)N(C(=O)CCCl)c1ccccc1[S@]2=O
    30%	-3	818
COc1ccc(NC(=O)NCc2ccc(Cl)cc2)cc1
    7%	-22	671
C=Cn1cc[n+](CC(=O)c2cc(C(C)(C)C)c(O)c(C(C)(C)C)c2)c1
    1%	4	831
COc1ccc(CC(=O)Nc2ccc3c(c2)C(=O)N(CCC(=O)O)C3=O)cc1
    8%	2	799
CC1CC(C)CN(C(=O)CNS(=O)(=O)c2cccs2)C1 (configuration not stated)
    11%	-19	814
CCCCCCC(O)(c1ccccc1)C(CN1CCOCC1)c1ccccc1 (configuration not stated)
    5%	-26	789
CCOc1ccc(-c2ccc(SCC(=O)NC3CCCCC3)nn2)cc1
    -66%	19	854
COc1ccc(CC(=O)N2CCC(n3nccc3NC(=O)C3CCOC3)CC2)cc1 (configuration not stated)
    0%	9	697
c1csc(-c2nc(N3CCCCC3)no2)c1
    -81%	-4	850
CCCN(CCC)CCCNC(=O)c1cc2c(=O)n(CC)c3ccccc3c2s1
    2%	-6	415
CCc1ccc(-c2cc(C)no2)cc1S(=O)(=O)N1CCN(c2ccccn2)CC1
    32%	10	673
Cc1ccnc(NC(=O)CNC(=O)c2ccc3c(c2)OCO3)c1
    -9%	0	825
O=C(COc1ccc2ccc(=O)oc2c1)Nc1nccs1
    -20%	0	801
O=C(NC1CCCCC1)c1cc(-c2ccccc2Cl)on1
    -7%	-2	789
COc1ccccc1OCCNC(=O)c1c(-c2ccccc2Cl)noc1C
    9%	-2	716
CCC(=O)NN1CCN(c2ccncc2S(=O)(=O)N2CCCCC2)CC1
    -9%	-2	646
Cc1ccc(S(=O)(=O)NC(=O)NCC2CCN(S(=O)(=O)c3ccccc3)CC2)cc1
    -8%	-3	841
COc1ccc(C(=O)Nc2ccc(N3CCN(C(=O)c4ccccc4C)CC3)cc2)cc1
    25%	1	693
CCOC(=O)C1CCCN(S(=O)(=O)c2cc3c(cc2Cl)NC(=O)CO3)C1 (configuration not stated)
    14%	-4	797
COc1ccc(/C=C2\Oc3cc(OCC(N)=O)ccc3C2=O)cc1OC
    0%	4	819
CCOC(=O)C1CCN(S(=O)(=O)c2c(Cl)ccc3nonc23)CC1
    0%	1	891
COc1ccc(OCc2nnc(SCC(=O)N3C(C)CCCC3C)o2)cc1 (configuration not stated)
    -7%	-49	683

# Individual results from the list:
# Reading of `O=C(NC1CCCCC1)c1cc(-c2ccccc2Cl)on1` under Hep lipid drop cells 6.5 µM: 789
# Reading of `CCOC(=O)C1CCN(S(=O)(=O)c2c(Cl)ccc3nonc23)CC1` under NOD2 inhibition: 0%
# Reading of `COc1ccc(C(=O)Nc2ccc(N3CCN(C(=O)c4ccccc4C)CC3)cc2)cc1` under Hep lipid drop: 1
# Reading of `COc1ccc(/C=C2\Oc3cc(OCC(N)=O)ccc3C2=O)cc1OC` under Hep lipid drop: 4
# Reading of `CCC(=O)NN1CCN(c2ccncc2S(=O)(=O)N2CCCCC2)CC1` under Hep lipid drop: -2
# Reading of `COc1ccccc1OCCNC(=O)c1c(-c2ccccc2Cl)noc1C` under NOD2 inhibition: 9%

# Further compounds follow.
# Fields – NOD2 inhibition	Hep lipid drop	Hep lipid drop cells 6.5 µM
CC1=Nc2cc(C(=O)N3CCCC3)ccc2Sc2c(C)ccc(C)c21
    18%	8	753
COc1ccc(N2CCN(C(c3cccs3)C(C)NC(=O)C(=O)N3CCOCC3)CC2)cc1 (configuration not stated)
    22%	-3	663
O=C(CNS(=O)(=O)c1ccc(Br)s1)NCCc1ccc(Cl)cc1
    -1%	-20	821
COc1ccc(CC(=O)NCC(=O)Nc2ccccc2Br)cc1
    -7%	9	766
C/C(=N\NC(=O)Cc1ccc(O)cc1)c1cccnc1
    10%	-2	907
Cc1cc(NC(=O)c2ccccc2C)n(-c2cccc(F)c2)n1
    -5%	4	832
O=C(CS(=O)CC(=O)NC12CC3CC(CC(C3)C1)C2)Nc1ccc(F)cc1 (configuration not stated)
    12%	-1	798
CC(C)(C)NC(=O)C(c1ccc(F)cc1)N(C(=O)CCC(=O)Nc1ccccn1)C1CCCC1 (configuration not stated)
    6%	-30	768
O=C(Nc1ccc(N2CCN(C(=O)c3ccco3)CC2)cc1)c1ccc(Br)cc1
    16%	0	763
CC(C)Cc1nnc(NC(=O)C2CCCC2)s1
    -3%	1	765
CCCCNC(=O)c1ccc(CS(=O)(=O)c2ccc(C)cc2)o1
    10%	-13	856
O=C(NCCCO)/C(=C\c1ccco1)NC(=O)c1ccco1
    10%	4	819
CC(=O)Nc1ccc(SC(C)C(=O)NC2CCCC2)cc1 (configuration not stated)
    -7%	7	750
O=C(Nc1ccccc1NC(=O)c1ccco1)c1ccccc1
    6%	5	692
O=C(CNS(=O)(=O)c1ccc([N+](=O)[O-])cc1)N/N=C\c1ccc(O)cc1
    6%	-10	811
CN(Cc1ccccc1)C(=O)CCS(=O)(=O)c1cc2c(cc1Cl)NC(=O)CO2
    8%	-3	787
CN(Cc1ccc(C#CCCO)cc1)CC1CCCN(CCc2ccc(Cl)cc2)C1 (configuration not stated)
    0%	0	770
CCN(CC)S(=O)(=O)c1ccc(-c2cn3cc(Cl)ccc3n2)cc1
    -38%	-3	796
CC(=O)c1sc(NC(=O)c2ccc(Br)o2)nc1C
    -37%	9	617
COc1cccc(C2CC(c3cccs3)=NN2C(=O)CCC(=O)O)c1OC (configuration not stated)
    -1%	8	826
Cc1c(C(=O)NC2CCC(C)CC2)oc2ccccc12 (configuration not stated)
    -37%	-19	773
CCc1nc2nc(C)c(NS(=O)(=O)c3ccc(F)cc3)c(=O)n2[nH]1
    -18%	9	863
CC1=C(C(N)=O)C(c2ccc(Br)cc2)n2nc(CCCO)nc2N1 (configuration not stated)
    1%	-1	642
Cc1ccc(NC(=O)CCNS(=O)(=O)c2ccc3[nH]c(=O)oc3c2)cc1N(C)C
    4%	-4	763
CC(C)C(=O)N1CCN(c2ccccc2NC(=S)NC(=O)c2ccco2)CC1
    9%	-6	662
O=C(CN1C(=O)c2ccccc2C1=O)c1ccc(F)cc1
    -1%	-1	682
Cn1cc(C(=O)O)c(-c2ccc3c(c2)OCCCO3)n1
    2%	19	822
CC(=O)c1ccc(OCc2cc(C(=O)N3CCN(C4CCCC4)C(=O)C3)no2)cc1
    3%	5	711
COCCN(C/C=C/c1ccccc1)C/C=C/c1ccccc1
    0%	-13	785
Nc1cc(OC(=O)c2ccc(F)cc2)nn1S(=O)(=O)c1ccc(F)cc1
    6%	-6	771

# Structural class, the compounds so far containing a COOH group
# Fields – NOD2 inhibition	Hep lipid drop	Hep lipid drop cells 6.5 µM
COc1cc(/C=C/C(=O)O)cc(S(=O)(=O)Nc2ccccc2C(=O)NCCc2ccccc2)c1OC
    -38%	-8	848
O=C(O)/C=C/C(=O)Nc1ccc(S(=O)(=O)Nc2nccs2)cc1
    -1%	-4	755
COc1ccc(CC(=O)Nc2ccc3c(c2)C(=O)N(CCC(=O)O)C3=O)cc1
    8%	2	799
COc1cccc(C2CC(c3cccs3)=NN2C(=O)CCC(=O)O)c1OC (configuration not stated)
    -1%	8	826
Cn1cc(C(=O)O)c(-c2ccc3c(c2)OCCCO3)n1
    2%	19	822

# Following part
# Fields – NOD2 inhibition	Hep lipid drop	Hep lipid drop cells 6.5 µM
O=C(Nc1ccc(O)cc1)c1ccc(NC(=O)C2CCCO2)cc1 (configuration not stated)
    15%	-7	693
CCOC(=O)Nc1ccc(C(=O)c2ccncc2)cc1
    13%	-2	871
CCOc1ccc(N=C2C(=O)Nc3ccc(C)c(Br)c32)cc1
    -10%	10	868
N=c1c(S(=O)(=O)c2ccc(Cl)cc2)cc2c(=O)n3ccccc3nc2n1Cc1ccco1
    -18%	-3	805
CC(=O)c1ccc(NC(=O)[C@@]2(CC(=O)O)CC(/C=C/c3ccccc3)=NO2)cc1
    15%	10	824
Cc1ccc(OCC(=O)NC(C)c2ccccc2)cc1 (configuration not stated)
    9%	0	801
CN(C)/C=C/C(=O)c1ccc2noc(-c3ccc(F)cc3)c2c1
    -16%	9	835
CCC(C)(C)NC(=O)C(c1ccc(O)cc1)N(Cc1ccco1)C(=O)CCC(=O)Nc1ccccn1 (configuration not stated)
    16%	-25	770
Cc1ccc(S(=O)(=O)c2nc(-c3ccccc3)oc2N2CCC(C(N)=O)CC2)cc1
    0%	6	853
Cc1ccc(S(=O)(=O)Cn2nnnc2C(C(C)C)N2CCC(C(N)=O)CC2)cc1 (configuration not stated)
    4%	28	735
O=C(NCc1ccco1)/C(=C\c1ccco1)NC(=O)c1ccccc1Cl
    4%	-4	788
COc1ccc(Nc2nc(OC)nc(OC)n2)cc1
    11%	8	828
Cc1ccc(-c2csc(NC(=O)CN3CCOCC3)n2)cc1C
    4%	6	800
O=C(Nc1ccc(Cl)cc1)Nc1ccon1
    -30%	-2	547
O=C(Nc1ccccn1)c1ccc(Cl)c(S(=O)(=O)N2CCOCC2)c1
    -7%	-5	615
O=C(NCCCN1CCCC1=O)C1CCC(CNS(=O)(=O)c2ccc(Cl)cc2)CC1 (configuration not stated)
    -12%	5	721
O=[N+]([O-])c1ccc(Cn2cc(-c3cccc(C(F)(F)F)c3)nn2)cc1
    2%	-5	711
O=C(NCCCNC(=O)c1ccc(Cl)cc1Cl)c1cnccn1
    14%	2	729
CCOC(=O)N1CCN(C(=O)c2cc3cc(F)ccc3[nH]2)CC1
    13%	9	771
COc1ccccc1CN1CCN(Cc2ccc3ccccc3c2)CC1
    -5%	2	637
O=C(COc1ccccc1)Nc1nc2cc3c(cc2s1)OCCO3
    -6%	6	842
Cc1ccc(OCc2cc(C(=O)N3CCC(Oc4cccnc4)CC3)no2)cc1C
    19%	-4	706
COc1ccc(CCN(C)C2CCCN(C(=O)Cn3cccn3)C2)cc1OC (configuration not stated)
    -36%	-18	721
COc1ccc(-c2nnc(SCC(=O)Nc3ccc(C(=O)O)cc3)n2-c2ccc(Cl)cc2)cc1
    13%	-2	786
COc1ccc(CN(CC(O)COc2cccc3[nH]cc(C)c23)C(C)(C)C)cc1 (configuration not stated)
    -13%	-22	842
O=C(NCC1(N2CCOCC2)CCCCC1)c1ccc(S(=O)(=O)Nc2ccccc2F)cc1
    10%	-11	653
CCOC(=O)c1[nH]c(CN2CCN(c3ccc(OC)cc3)CC2)c(C(=O)OCC)c1C
    -6%	-9	829
CCCCn1c2ccc(F)cc2c2nnc(SCCN3CCCCC3)nc21
    3%	-44	812
Cc1c(C(=O)NC2=NCCS2)cccc1[N+](=O)[O-]
    3%	23	841
COc1cccc(OCC(O)CNC(C)c2ccccc2)c1 (configuration not stated)
    -21%	-1	672
Nc1nonc1-n1nnc(C(=O)N/N=C/c2ccc(Cl)cc2)c1-c1ccc2c(c1)OCO2
    10%	-2	686
COc1ccc(Cl)cc1N(CC(=O)N1CCCC1)S(=O)(=O)c1ccc(C)cc1
    -14%	0	787
COc1ccc(CNC(=O)CCS(=O)(=O)c2ccc3c(c2)oc(=O)n3C)cc1
    5%	-21	728
Cc1ccc(-c2ccnc3c(Cl)c(C)nn23)cc1
    12%	5	883
NS(=O)(=O)c1ccc(CNC(=O)c2cc(-c3cccnc3)nc3ccc(Cl)cc23)cc1
    -2%	2	716
O=C(NC1CCCCC1)c1cccc(OCc2ccccc2)c1
    8%	-1	860

# Two entries drawn at random from those above:
# Fields – NOD2 inhibition	Hep lipid drop	Hep lipid drop cells 6.5 µM
Cc1ccc(-c2ccnc3c(Cl)c(C)nn23)cc1
    12%	5	883
COc1ccc(Cl)cc1N(CC(=O)N1CCCC1)S(=O)(=O)c1ccc(C)cc1
    -14%	0	787

# An excerpt (hit frequency here may not be typical).
